Assay outcomes: PubChem, National Center for Advancing Translational Sciences (NCATS)
D1 potentiator: human D1 dopamine receptor positive modulation | P21728 | HEK293 TREx D1 cells, calcium flux, dopamine EC20 potentiation | potentiation, % at 10 µM | 360,000 tested, 0.036% active | AID 504651; in the data active = potentiation above about 30%; note: 0% is about no effect
Target sequence (P21728 whole entry, looked up): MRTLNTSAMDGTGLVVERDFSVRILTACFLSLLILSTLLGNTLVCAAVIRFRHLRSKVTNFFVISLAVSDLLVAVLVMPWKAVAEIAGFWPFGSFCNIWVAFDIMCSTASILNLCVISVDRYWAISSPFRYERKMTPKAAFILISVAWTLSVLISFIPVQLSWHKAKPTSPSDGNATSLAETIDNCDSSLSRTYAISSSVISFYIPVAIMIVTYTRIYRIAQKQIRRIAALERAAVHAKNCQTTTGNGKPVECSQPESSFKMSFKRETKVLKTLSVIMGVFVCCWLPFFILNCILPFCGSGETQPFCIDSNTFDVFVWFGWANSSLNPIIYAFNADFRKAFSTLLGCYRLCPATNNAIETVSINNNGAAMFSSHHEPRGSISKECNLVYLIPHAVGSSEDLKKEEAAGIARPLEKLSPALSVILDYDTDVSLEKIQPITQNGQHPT
D2 potentiator: positive allosteric modulators of human D2 dopamine receptor; 340,000 tested, 0.34% active; potentiation, % at 10 µM; HEK293 T-REx D2, calcium flux, EC20 dopamine potentiation;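 active = potentiation over 3 SD above the plate norm, cut at about 30% in these data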; note: 0% is about no effect
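Using a no-wash calcium dye in inducible, force-coupled HEK293 Trex cells expressing D2, we tracked fluorescence each second for 180 s after compound, then for 180 s after EC20 dopamine to detect augmented signalling.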
RXFP1 ag: activates the human relaxin receptor RXFP1. HEK293T-RXFP1 cAMP TR-FRET, 30 min; response scale: percent of porcine relaxin response, buffer zero. 370,000 tested, 0.3% active. Potency, µM (highest dose often 57.5 µM), without a hit: at the highest dose activation, actives largely listed as activators. Q9HBX9; note: potency is the fitted concentration of half-maximal effect; % is set by controls: 0 for no effect and ±100 for the full control effect; nearly all actives have a fitted effect of over 60% in size; many of its hits are not listed in these tables
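Agonist response is measured as cAMP accumulation in an RXFP1-transfected HEK293T line under PDE4 inhibition. Values are scaled between buffer-only and 29 nM porcine relaxin, and EC50s come from standard Hill equation fits.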
D1 ag: agonists of human D1 dopamine receptor; HEK293 T-REx D1 cells, calcium flux, agonist mode; P21728; 360,000 tested, 1% active; activation, % at 2 µM; AID 504660; in the data active = activation above about 30%; note: 0% is about no effect
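Inducible HEK293 T-REx D1 cells, force-coupled to calcium signalling, were plated at 4000 cells/well with tetracycline and held overnight at 30 C. After no-wash calcium dye loading, compound-evoked calcium rise over 180 s flagged agonists.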
D1 antagonist: human D1 dopamine receptor antagonism; P21728; HEK293 TREx D1 cells, calcium flux, dopamine EC80; hits give low values; activity change, negative = inhibition, % at 10 µM; 360,000 tested, 3.2% active; in the data active = activity change below about -30%; note: % is set by controls: 0 for no effect and ±100 for the full control effect
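Inducible Hek293 Trex D1 cells (tetracycline, overnight, 30 C). Calcium dye 30–90 min RT. Antagonist mode: EC80 dopamine added after 180 s compound read.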
TRHR ag: TRH receptor (human) agonism | P34981 | TRHR cells, calcium flux fluo-8, FDSS agonist mode | 360,000 tested, 0.18% active | activation, % at 2 µM; in the data active = activation above about 30%; note: 0% is about no effect
Target sequence (P34981 whole entry, looked up): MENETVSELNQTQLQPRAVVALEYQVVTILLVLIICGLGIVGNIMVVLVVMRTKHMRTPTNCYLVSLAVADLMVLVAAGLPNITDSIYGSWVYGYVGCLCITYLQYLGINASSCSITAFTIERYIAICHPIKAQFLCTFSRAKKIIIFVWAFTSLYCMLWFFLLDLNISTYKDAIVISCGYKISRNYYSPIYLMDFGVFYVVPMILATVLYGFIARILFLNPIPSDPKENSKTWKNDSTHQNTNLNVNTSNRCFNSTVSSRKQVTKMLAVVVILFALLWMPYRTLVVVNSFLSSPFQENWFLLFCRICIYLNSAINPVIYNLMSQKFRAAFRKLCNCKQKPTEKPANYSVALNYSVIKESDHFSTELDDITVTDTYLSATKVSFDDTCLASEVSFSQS
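TRHR-expressing cells loaded with fluo-8 calcium dye; 23 nL library compound pin-transferred, kinetic FDSS fluorescence (Ex 480/Em 530) recorded about 180 s for agonist-induced calcium release, before a 10 nM TRH EC20 addition for potentiator mode.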
TRHR PAM: TRH receptor (human) allosteric enhancement | P34981 | AID 493056 | TRHR cells, fluo-8 calcium fluorescence, EC20 TRH enhancement | enhancement, % at 2 µM | 360,000 tested, 0.66% active; in the data active = enhancement above about 30%; note: 0% is about no effect
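TRHR-expressing cells loaded with fluo-8 calcium dye were read kinetically (ex 480/em 530) during compound addition, then stimulated with an EC20 of TRH (10 nM final). Enhancement of the Gq-mediated intracellular calcium response was scored.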
Anesthetic bind: candidate novel general anesthetic via apoferritin binding; apoferritin/1-aminoanthracene competitive binding, fluorescence; AID 485281; P02791; 350,000 tested, 0.074% active; Potency, µM (highest dose often 77.5 µM), for inactives: top-dose activity change, negative = displacement, actives largely listed as inhibitors; note: potency is the fitted concentration of half-maximal effect; % is set by controls: 0 for no effect and ±100 for the full control effect; nearly all actives have a fitted effect of over 20% in size
Target sequence (P02791 2-175 limits assumed): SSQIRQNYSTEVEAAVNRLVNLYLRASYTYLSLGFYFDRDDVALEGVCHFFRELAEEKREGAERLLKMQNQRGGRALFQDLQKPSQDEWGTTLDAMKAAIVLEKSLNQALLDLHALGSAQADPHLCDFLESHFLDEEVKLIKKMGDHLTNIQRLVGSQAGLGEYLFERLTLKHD
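Horse-spleen apoferritin (10 uM) in 50% saturated 1-aminoanthracene in PBS was incubated 10 min at room temperature with compound. Fluorescence (ex 380, em 535 nm) was normalized to free and bound 1-AMA, with concentration-response fitted by a four-parameter Hill equation.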
RXFP1 antagonist: blocks the human relaxin receptor RXFP1. HEK293-RXFP1, relaxin-stimulated cAMP HTRF, 30 min; hits give low values. activity change, negative = inhibition, % at 57.5 µM. 350,000 tested, 0.59% active;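 active = activity change of -60% or lower, but not beyond a set lower limit; inconclusive = change between -60% and -40%, or beyond the set limit; inactive = change above -40%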; note: % is set by controls: 0 for no effect and ±100 for the full control effect
Active calls of the source: *. Unless noted, calls come from the whole dose curve; as a rule, active = well fitted curve in the direction sought with a large enough effect; inconclusive = small, poorly fitted or top-dose-only effect, or another doubt; inactive = no such curve, though single readings can be large; an effect the other way counts as inactive or inconclusive. The list is partial. The share of hits here may be higher or lower than overall.

O=C(Nc1ccc2c(c1)OCO2)c1cnn2c1NC(c1ccco1)CC2C(F)(F)F (stereo unspecified) was read as D1 potentiator -0.2, D2 potentiator -1.7, RXFP1 ag 1.7%, D1 ag 0.4, D1 antagonist -7.3, TRHR ag -0.4, TRHR PAM 2.6, Anesthetic bind -20.8% and RXFP1 antagonist -1.1.
`CC(=O)/C(C#N)=C1\NC(=O)C(Cc2ccccc2Cl)S1` (stereo unspecified) gave D1 potentiator -8.4, D2 potentiator 4.6, RXFP1 ag 0.6%, D1 ag 1.8, D1 antagonist 8.9, TRHR ag 0.3, TRHR PAM -1.0, Anesthetic bind -5.2% and RXFP1 antagonist 3.3.
For CC(C)C(C)NC(=O)CN1C(=O)NC(c2ccccc2)(c2ccccc2)C1=O (stereo unspecified) the results were D2 potentiator 7.4, RXFP1 ag -0.9%, D1 ag 1.6, D1 antagonist -26.8, TRHR ag -0.8, TRHR PAM 15.4, Anesthetic bind -13.1% and RXFP1 antagonist -14.4.
CC(C)CCOc1ccc(C(=O)O)cc1 was read as D1 potentiator -13.5, D2 potentiator 5.8, RXFP1 ag -1.3%, D1 ag 1.9, D1 antagonist -10.7, TRHR ag 0.2, TRHR PAM 28.7, Anesthetic bind -11.4% and RXFP1 antagonist -24.6.
`Cc1cc(C)n2c(SCC(=O)Nc3ccccc3C#N)nnc2n1` gave D1 potentiator 4.1, D2 potentiator 0.8, RXFP1 ag 4.9%, D1 ag 3.6, D1 antagonist 9.2, TRHR ag 0.3, TRHR PAM 2.0 and RXFP1 antagonist 2.2.
`O=C(C1=C[C@H](c2coc3ccccc3c2=O)C[C@H](OCc2ccc(CO)cc2)O1)N1CCN(Cc2ccccc2)CC1` gave D1 potentiator -1.1, D2 potentiator -7.5, RXFP1 ag 2.4%, D1 ag -2.3, D1 antagonist -13.4, TRHR ag 0.6, TRHR PAM -5.3 and Anesthetic bind -22.2%.
For CCC/C=N/NC(=O)c1ccc(F)cc1 the results were D1 potentiator -2.4, D2 potentiator 1.1, RXFP1 ag 0.0%, D1 ag 3.8, D1 antagonist -4.0, TRHR ag 0.1, TRHR PAM 9.7, Anesthetic bind -9.0% and RXFP1 antagonist -0.6.
`CCOCCCNC(=O)c1ccc(N(C)S(=O)(=O)c2ccc(OC)cc2)cc1` gave D1 potentiator 2.1, D2 potentiator -9.4, RXFP1 ag 1.1%, D1 ag -0.5, D1 antagonist 0.2, TRHR ag -0.3, TRHR PAM 0.6, Anesthetic bind -5.5% and RXFP1 antagonist 1.9.
`COC(=O)C(Cc1ccccc1)NC(=O)CSc1nc(C)cc(=O)[nH]1` (stereo unspecified) gave D1 potentiator -2.7, D2 potentiator -3.8, RXFP1 ag 2.3%, D1 ag -0.5, D1 antagonist 2.3, TRHR ag 0.0, TRHR PAM -2.8 and Anesthetic bind -4.3%.
`O=C(COC(=O)Cc1ccsc1)NCc1ccc(Cl)cc1` gave D1 potentiator -0.9, D2 potentiator -3.9, RXFP1 ag -1.0%, D1 ag 4.0, D1 antagonist 13.5, TRHR ag -0.9, TRHR PAM 2.2, Anesthetic bind 0.8% and RXFP1 antagonist 2.4.

Two compounds drawn at random from the list so far:
`O=C(C1=C[C@H](c2coc3ccccc3c2=O)C[C@H](OCc2ccc(CO)cc2)O1)N1CCN(Cc2ccccc2)CC1` gave D1 potentiator -1.1, D2 potentiator -7.5, RXFP1 ag 2.4%, D1 ag -2.3, D1 antagonist -13.4, TRHR ag 0.6, TRHR PAM -5.3 and Anesthetic bind -22.2%.
`CCOCCCNC(=O)c1ccc(N(C)S(=O)(=O)c2ccc(OC)cc2)cc1` gave D1 potentiator 2.1, D2 potentiator -9.4, RXFP1 ag 1.1%, D1 ag -0.5, D1 antagonist 0.2, TRHR ag -0.3, TRHR PAM 0.6, Anesthetic bind -5.5% and RXFP1 antagonist 1.9.

(continued)
Screening Cn1c(Cn2c(=O)sc3ccccc32)nnc1SCC(=O)NCc1ccc2c(c1)OCO2 returned D1 potentiator -3.0, D2 potentiator 0.6, RXFP1 ag 0.1%, D1 ag 0.4, D1 antagonist 13.6, TRHR ag 0.4, TRHR PAM 7.3 and Anesthetic bind 1.4%.
For Cn1c(=O)c(/C=C/c2ccccc2)nc2ccccc21 the results were D1 potentiator -1.6, D2 potentiator -11.9, RXFP1 ag 1.8%, D1 ag 4.5, D1 antagonist 2.2, TRHR ag 0.7, TRHR PAM -6.0, Anesthetic bind 2.3% and RXFP1 antagonist 18.9.
For CC1=C(C(=O)OC2CCC(C)CC2)C(c2ccc(O)c([N+](=O)[O-])c2)NC(=O)N1 (stereo unspecified) the results were D1 potentiator -5.7, D2 potentiator -3.4, RXFP1 ag 1.1%, D1 ag 3.5, D1 antagonist 6.3, TRHR ag 0.0, TRHR PAM 0.7, Anesthetic bind -15.0% and RXFP1 antagonist -6.3.
For O=C(NCC1CCCO1)c1ccc(NC(=O)c2cccc(Br)c2)cc1 (stereo unspecified) the results were D1 potentiator -11.0, RXFP1 ag -0.6%, D1 ag 0.8, D1 antagonist 5.8, TRHR ag -0.4, TRHR PAM 8.4, Anesthetic bind -14.2% and RXFP1 antagonist -7.6.
OCCCN=c1cc(-c2ccccc2)oc2ccc(Cl)cc12 was read as D1 potentiator -6.7, D2 potentiator 6.1, RXFP1 ag 0.6%, D1 ag 0.6, D1 antagonist -26.7, TRHR ag -0.5, TRHR PAM 1.5, Anesthetic bind -17.5% and RXFP1 antagonist -12.4.
`O=C(NCCC(=O)N(Cc1ccco1)Cc1cccs1)c1ccc(Br)cc1` gave D2 potentiator -18.0, RXFP1 ag 1.8%, D1 ag 8.6, D1 antagonist -0.6, TRHR ag 0.1, TRHR PAM -7.8 and RXFP1 antagonist -0.3.
`O=C(O)Cn1c(SCCOc2ccccc2)nc2ccccc21` gave D1 potentiator -5.2, D2 potentiator 1.7, RXFP1 ag 2.4%, D1 ag 4.3, D1 antagonist -20.3, TRHR ag 0.5, TRHR PAM -3.0, Anesthetic bind -10.3% and RXFP1 antagonist 3.9.
`O=C(NCCCN1CCN(c2ccc(F)cc2)CC1)c1sc2ncccc2c1-n1cccc1` gave D1 potentiator -4.0, D2 potentiator -25.2, RXFP1 ag 0.0%, D1 ag -0.8, D1 antagonist -37.3*, TRHR ag -0.1, TRHR PAM 3.7, Anesthetic bind 1.2% and RXFP1 antagonist -15.0.
For CCCCC(=O)Oc1c(S(=O)(=O)c2ccc(C)cc2)c(C)nn1C(C)(C)C the results were D1 potentiator 11.0, RXFP1 ag -1.0%, D1 ag 11.2, D1 antagonist 32.0, TRHR ag 4.2, TRHR PAM -1.2, Anesthetic bind -9.0% and RXFP1 antagonist -11.0.
Cc1ccc(N(C(=O)CNC(=O)c2ccco2)C(C(=O)NC2CCCC2)c2cccnc2)c(C)c1 (stereo unspecified) was read as D1 potentiator -0.8, D2 potentiator 0.0, RXFP1 ag 0.8%, D1 ag 0.8, D1 antagonist -21.5, TRHR ag 0.0, TRHR PAM -2.0, Anesthetic bind 2.4% and RXFP1 antagonist -9.6.
`O=C1C=C(/C=C/c2ccccc2)C[C@@H](c2ccc(F)cc2)C1` gave D1 potentiator -9.7, D2 potentiator -6.7, RXFP1 ag -0.1%, D1 ag 2.9, D1 antagonist 0.2, TRHR ag 0.3 and TRHR PAM 26.7.
`CSc1nc(N2CCN(c3ccccc3)CC2)cc(N2CCN(c3ccccc3)CC2)n1` gave D1 potentiator -5.0, D2 potentiator 1.3, RXFP1 ag inconclusive, D1 ag -0.3, D1 antagonist -19.3, TRHR ag 1.6, TRHR PAM -1.1, Anesthetic bind -1.0% and RXFP1 antagonist -12.3.
Screening CCSc1ncc(Cl)c(C(=O)N(Cc2ccccc2)c2ccc(OC)cc2)n1 returned D1 potentiator 3.8, D2 potentiator -0.7, RXFP1 ag -2.1%, D1 ag 16.6, D1 antagonist -4.4, TRHR ag 3.1, TRHR PAM -14.9, Anesthetic bind -3.3% and RXFP1 antagonist -15.9.
For COc1ccc(C2=CC(=O)C[C@H](c3ccc(OC)cc3)C2)cc1 the results were D1 potentiator -2.5, D2 potentiator -0.2, RXFP1 ag 0.5%, D1 ag 6.4, D1 antagonist -37.0*, TRHR ag 0.2 and TRHR PAM 3.6.
CCS(=O)(=O)Nc1ccc(C2=NN(S(=O)(=O)CC)C(c3cccs3)C2)cc1 (stereo unspecified) was read as D1 potentiator 3.6, D2 potentiator 5.6, RXFP1 ag 0.6%, D1 ag 3.2, D1 antagonist -6.8, TRHR ag -0.1, TRHR PAM -0.5, Anesthetic bind -9.4% and RXFP1 antagonist 7.5.
Screening Cc1cc(=O)oc2cc(OCC(=O)NCCCN3CCCC3=O)ccc12 returned D1 potentiator -5.6, D2 potentiator 24.4, RXFP1 ag 4.1%, D1 ag 4.1, D1 antagonist 3.4, TRHR ag 1.8, TRHR PAM 12.2, Anesthetic bind -3.3% and RXFP1 antagonist 1.8.
For O=C1/C(=C/c2cccnc2)CC/C1=C\c1cccnc1 the results were D1 potentiator -2.6, D2 potentiator 6.0, RXFP1 ag 1.0%, D1 ag 1.6, D1 antagonist -12.8, TRHR ag 0.3, TRHR PAM 0.3, Anesthetic bind -11.4% and RXFP1 antagonist -4.8.
`O=C1CCC([N+](=O)[O-])C(c2ccc(Cl)cc2Cl)N1` (stereo unspecified) gave D1 potentiator -1.6, D2 potentiator -2.6, RXFP1 ag 1.6%, D1 ag 2.7, D1 antagonist -7.5, TRHR ag -0.6, TRHR PAM -14.2, Anesthetic bind -11.9% and RXFP1 antagonist -5.5.
Screening CCOc1ccc(NC(=S)NC(=O)/C=C/c2ccc(C)cc2)c([N+](=O)[O-])c1 returned D1 potentiator -5.2, D2 potentiator 9.0, RXFP1 ag 4.4%, D1 ag 7.1, D1 antagonist 0.4, TRHR ag -0.4, TRHR PAM -4.4, Anesthetic bind -17.5% and RXFP1 antagonist -7.3.
Screening CCN(CC(=O)NCc1cccnc1)S(=O)(=O)c1ccc(OC)cc1 returned D1 potentiator -7.0, RXFP1 ag 2.1%, D1 ag -0.3, D1 antagonist -4.5, TRHR ag 0.0, TRHR PAM -4.1, Anesthetic bind -2.3% and RXFP1 antagonist -18.5.
`CC(=O)c1ccc(NC(=O)CCOc2cc(C)ccc2C)cc1` gave D1 potentiator -5.5, D2 potentiator -21.0, RXFP1 ag 3.5%, D1 ag 9.8, D1 antagonist -29.4, TRHR ag -0.9, TRHR PAM 13.1, Anesthetic bind -9.6% and RXFP1 antagonist -1.5.
